# High-throughput results (PubChem)
# TTR transcr act: TTR transcription activators in neuroblastoma reporter cells, primary screen, cell-based, luminescence, SH-SY5Y, TTR promoter Gaussia luciferase; 100% = recombinant luciferase protein wells; activation, % at 16.7 µM; actives 1.3% (n = 92,000); AID 1117267, 2014;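 active = activation above the mean of all tested compounds plus 3 SD, cut at about 9.5% in these data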;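 note: cells exposed to compounds for one day before reading; 0% = median of all test compound wells on the plate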
# * hit, by the source's call. The list is partial; rates above refer to the full screens.
SMILES,TTR transcr act
COC(=O)C1C(c2ccc(OC)cc2)NC(=O)NC1(O)C(F)(F)Cl (stereo not given),1.2
CC(C)CNC(=O)NC(=O)COc1c(F)c(F)cc(F)c1F,2.1
CCN1C(=O)[C@@H]2[C@H](C1=O)[C@@H]1C(=O)Nc3ccccc3C(=O)N1[C@@H]2c1ccc(OC)cc1,11*
CCN(CC)S(=O)(=O)c1ccc(N/N=C/c2ccccc2OCC(=O)O)c([N+](=O)[O-])c1,-0.2
O=C(CNC(=O)c1ccccc1Cl)N/N=C/c1ccc([N+](=O)[O-])s1,-3.4
CC(C)(C)C(=O)Nc1ccc(N2CCCC2)cc1,-0.2
CCCOc1cccc(OCC(=O)Nc2nc3ccccc3[nH]2)c1,0.7
c1ccc(-n2cnnc2SCc2cn3ccccc3n2)cc1,-1.5
COc1ccc(CCCNC(=O)C2Cc3c(-c4ccc(NC(C)=O)cc4)ccnc3O2)cc1 (stereo not given),-0.9
O=C(c1cc([N+](=O)[O-])ccc1Cl)N1CCN(c2ccc(F)cc2)CC1,2.2
CC(=O)NC1=NN(C(C)=O)C2(S1)C(=O)N(C(C)=O)c1ccc(C)cc12 (stereo not given),1.7
FC(F)Oc1ccc(NC(=S)NCc2ccccc2)cc1,0.3
Cc1ccc(C(=O)Nc2nnc(SCC(=O)N3CCCc4ccccc43)s2)cc1,-1.5
O=C(NN1C(=O)c2ccccc2NC1c1ccoc1)c1ccccc1 (stereo not given),-1.2
CC(=O)Nc1cc(NC(C)=O)cc(C(=O)NCC2(N3CCOCC3)CCCCC2)c1,0.2
COc1ccc(C2CC(c3ccc(OC)cc3)n3nc(NS(C)(=O)=O)nc3N2)cc1 (stereo not given),-0.1
CCC(=O)c1ccc(OCC(=O)N(C)CC(=O)Nc2cccc(F)c2)cc1,10.0*
O=C(CN1C(=O)C2C3C=CC(C4CC34)C2C1=O)Nc1cccc2ncccc12 (stereo not given),0.5
C[C@H](CO)N1C[C@H](C)[C@@H](CN(C)S(=O)(=O)c2cccs2)Oc2ccc(NC(=O)Cc3ccccc3)cc2C1=O,-1.7
COc1ccc(/C=N/n2c(C)nnc2C)c(OC)c1OC,10*
Cn1c(=O)c2c(ncn2Cc2ccc(Cl)c(Cl)c2)n(C)c1=O,-2.3
Cc1cc(C2C(C#N)=C(N)OC3=C2C(=O)CCC3)c(C)s1 (stereo not given),1.0
Cc1ccc(-c2nnc(SCc3nc4ccccc4[nH]3)n2Cc2ccco2)cc1,0.4
Cn1c(Cc2ccc3c(c2)OCO3)nnc1SCC(=O)N1CCc2ccccc2C1,0.5
CCOc1ccc(CN2CCN(c3ncnc4scc(-c5ccccc5)c34)CC2)cc1,-0.4
O=C(O)CCNc1ccc(Cl)cc1,7.6
CC(=NC1CC1)c1c(-c2ccccc2)[nH]n(-c2nc3ccccc3s2)c1=O,-2.2
Cc1ccnc(NC(=S)N2CC3CN(c4cccc(C(F)(F)F)c4)CC3C2)c1 (stereo not given),3.1
COc1ccc(-c2cc(=O)oc3cc(OCC(=O)c4cccc([N+](=O)[O-])c4)ccc23)cc1,0.8
CCC[C@H]1[C@@H](NC(=O)c2ccc(N(C)C)cc2)CC[C@@]23CCCN2C(=O)CCC[C@@H]13,-0.1

# Random excerpt: 2 entries already listed
SMILES,TTR transcr act
CCOc1ccc(CN2CCN(c3ncnc4scc(-c5ccccc5)c34)CC2)cc1,-0.4
CCC[C@H]1[C@@H](NC(=O)c2ccc(N(C)C)cc2)CC[C@@]23CCCN2C(=O)CCC[C@@H]13,-0.1

# (cont.)
SMILES,TTR transcr act
CCOP(=O)(OCC)C(Nc1cccc(C(F)(F)F)c1)c1ccc(Br)cc1 (stereo not given),1.2
COc1ccc(OC)c(C2C(C(N)=O)=C(C)Nc3nc(CCCO)nn32)c1 (stereo not given),0.1
O=C(Nc1cccc(Br)c1)c1ccc(CN2CCc3ccccc3C2)cc1,-0.7
CC1Cc2nc(SCC(=O)Nc3nc4ccccc4s3)n(C)c(=O)c2S1 (stereo not given),-1.8
O=C1OCc2cccc3cccc1c23,5.6
CN(C)c1ccc(/C=C(\NC(=O)c2ccccc2)C(=O)NCc2ccncc2)cc1,-0.3
O=C(N/N=C/c1ccc(O)cc1O)/C(=C/c1ccccc1)CCO,1.4
COc1ccc(/C=C/C(=O)NC(=S)NNC(=O)c2cccnc2)cc1,1.8
Oc1cccc(Oc2ncc(C(F)(F)F)cc2Cl)c1,0.3
C=C1c2cc(C)ccc2NC(=O)N1c1ccccc1,-0.5
Cc1cccc(NCC(=O)N/N=C\c2c[nH]c3ccccc23)c1,6.3
COCCN1Cc2cccc(C(=O)Nc3c(C)cccc3C)c2C1=O,1.9
CCOC(=O)N1CCN(CCC(=O)Nc2cccc(C)c2)CC1,-0.4
S=c1nc(-c2ccccc2)n(CCCn2ccnc2)c2c1CCCC2,0.7
O=S(=O)(NCc1ccco1)N1CCOCC1,-1.6

# 5 consecutive entries from above:
SMILES,TTR transcr act
CC(=NC1CC1)c1c(-c2ccccc2)[nH]n(-c2nc3ccccc3s2)c1=O,-2.2
Cc1ccnc(NC(=S)N2CC3CN(c4cccc(C(F)(F)F)c4)CC3C2)c1 (stereo not given),3.1
COc1ccc(-c2cc(=O)oc3cc(OCC(=O)c4cccc([N+](=O)[O-])c4)ccc23)cc1,0.8
CCC[C@H]1[C@@H](NC(=O)c2ccc(N(C)C)cc2)CC[C@@]23CCCN2C(=O)CCC[C@@H]13,-0.1
CCOP(=O)(OCC)C(Nc1cccc(C(F)(F)F)c1)c1ccc(Br)cc1 (stereo not given),1.2

# 6 entries from above, with bars between the fields:
canonical_smiles | TTR transcr act
Cc1ccc(C(=O)Nc2nnc(SCC(=O)N3CCCc4ccccc43)s2)cc1 | -1.5
O=C(NN1C(=O)c2ccccc2NC1c1ccoc1)c1ccccc1 (stereo not given) | -1.2
CC(=O)Nc1cc(NC(C)=O)cc(C(=O)NCC2(N3CCOCC3)CCCCC2)c1 | 0.2
COc1ccc(C2CC(c3ccc(OC)cc3)n3nc(NS(C)(=O)=O)nc3N2)cc1 (stereo not given) | -0.1
CCC(=O)c1ccc(OCC(=O)N(C)CC(=O)Nc2cccc(F)c2)cc1 | 10.0*
O=C(CN1C(=O)C2C3C=CC(C4CC34)C2C1=O)Nc1cccc2ncccc12 (stereo not given) | 0.5

# Next records
SMILES,TTR transcr act
CCC(CC)C(=O)N(C)c1c(C)nc2c(OCc3ccccc3C)cccn12,-2.1
O=C(C(=NNc1ccccc1)c1ccccc1)c1ccccc1,-0.7
O=C1OC(COc2ccc(Br)cc2)CN1c1ccccc1 (stereo not given),-2.8
Cc1[nH]c(=O)[nH]c(=S)c1C(=O)Nc1ccc(Cl)c(Cl)c1,1.3
CCCCC(=O)N(Cc1nc2sc(C)c(C)c2c(=O)[nH]1)C1CCCC1,-0.7
CCN1CCCc2cc(CN(CCN3CCOCC3)C(=S)Nc3cccc(C)c3)ccc21,-0.9
COc1ccc(S(=O)(=O)N2CCCCC2)cc1NC(=O)Cn1cnc2c1c(=O)n(C)c(=O)n2C,1.0
CCC(C)NC(=O)CN1C(=O)NC2(CCc3ccccc3C2)C1=O (stereo not given),0.0
CCOC(=O)N1CCC(Nc2c(-c3ccc(C)c(C)c3)c(=O)c2=O)CC1,0.7
Nc1nc(Nc2cccc(Cl)c2)nc(NCCO)c1[N+](=O)[O-],-0.5
CCn1c(=O)cc(OCC(=O)NCc2cccs2)c2ccccc21,-0.2
O=C(NCc1nnc(SCC(=O)N2CCOCC2)o1)c1c(F)cccc1Cl,-1.4
CCOC(=O)c1nn(-c2ccc([N+](=O)[O-])cc2)cc1O,0.7
Fc1ccc(F)c(Cn2ccc3ccc(-c4ccc5ccn(Cc6cc(F)ccc6F)c5c4)cc32)c1,-0.3
CCCN(CC(=O)Nc1ccccc1C)C(=O)C1CC(=O)N(c2ccccc2OCC)C1 (stereo not given),-0.1
Cc1cccc(-n2ncc3c2CCCC3NC(=O)CCN2Cc3ccccc3C2=O)c1C (stereo not given),-1.2
CC1CCc2[nH]c3ccc(C(=O)NCC4CCCO4)cc3c2C1 (stereo not given),4.7
O=C(Cc1cccs1)Nc1nc(-c2ccc(F)cc2F)cs1,-4.3
COc1ccc([C@H]2N[C@]3(CCCN(Cc4ccc(Br)cc4)C3=O)[C@H]3C(=O)N(Cc4ccccc4)C(=O)[C@@H]23)cc1,-0.2
CC(=O)Nc1nc2ccc(C(=O)NC3CCCCC3)cc2s1,-4.5
Cc1cc(C(=O)NC2CCCCCC2)c2ccccc2n1,1.2
CC1(C)CC(NS(=O)(=O)OCC(Cl)(Cl)Cl)c2cc(C#N)ccc2O1 (stereo not given),0.5
O=C(CN1C(=O)C2C3c4ccccc4C(c4ccccc43)C2C1=O)N1CCOCC1 (stereo not given),-0.8
O=C(c1ccc(Cn2cc(Cl)c([N+](=O)[O-])n2)cc1)N1CCN(Cc2ccccc2)CC1,2.0
CCCS(=O)(=O)NC(=O)C1(C)CCCN(C(=O)c2cc(C)nn2C(C)(C)C)C1 (stereo not given),0.2
Cc1ccc(SC2=C(N(C)C)C(=O)c3ccccc3C2=O)cc1,-0.9
Cc1cc(C)cc(OC2CCCCC2NS(=O)(=O)c2ccccc2)c1 (stereo not given),-0.7
Cc1ccc(NS(=O)(=O)c2cc3c4c(c2)CC(=O)N4CCC3)cc1C,0.9
Cc1cc(C(=O)NNC(=S)NC2CCCCC2)cs1,-1.0
CCCOc1ccc(N2C(=O)CC(N(CCc3ccc(OC)cc3)C(=O)c3cccc(F)c3)C2=O)cc1 (stereo not given),-4.0
COc1cc(C2C(C(=O)c3cccs3)=C(O)C(=O)N2CCN2CCOCC2)cc(OC)c1OC (stereo not given),-0.6
CC(=O)Nc1ccc(S[C@@H](CCN2CC[C@H](C(C)(C)C)CCC2=O)c2ccccc2)cc1,-5.7
COC(=O)c1ccc(NC(=O)COc2ccc(S(=O)(=O)N3CCCCC3)cc2)cc1,-3.4
O=C(NNC(=O)c1ccccc1O)c1ccc(Cl)cc1,-2.5
COc1cc2c(cc1OC)CN(CCC(C)c1ccc(Cl)cc1)CC2 (stereo not given),-1.4
CSc1nc2sc3c(c2c(=O)n1CC(C)C)CC(C)(C)OC3,-0.4
COc1ccccc1C(=O)NC1CCCCN(C(C)C)C1=O (stereo not given),3.7
Cc1ccc(C(=O)OCC(=O)NC(C)c2ccccc2)cc1C (stereo not given),1.7
CCn1c(Cc2ccccc2)nnc1SCC(=O)Nc1ccc(N2CCOCC2)c(Cl)c1,-0.5
O=C(Nc1cccc(C(F)(F)F)c1)c1cnc2n(c1=O)CCS2,-0.3
CCOC(=O)COc1ccc2c3c(c(=O)oc2c1C)CCC3,1.4
CCn1c(=O)c(C(=O)NNC(=O)c2ccccc2F)c(O)c2ccccc21,-1.3
CNC(=O)NNC(=O)c1onc(-c2c(Cl)cccc2Cl)c1C(=O)OC,-0.5
Cc1nn(CC(=O)NCC2CCCO2)c(C)c1[N+](=O)[O-] (stereo not given),-1.3
O=C(NCCCN1CCOCC1)c1sc2ccccc2c1Cl,3.9
O=C1C=C(c2cccc(Cl)c2O)C[C@@H](c2ccc(F)cc2)C1,7.3
COc1ccc(Cl)cc1C(=O)NNC(=O)CNC(=O)c1ccco1,-1.6
COc1cc(/C=N/N(c2ccccc2)c2ccccc2)ccc1O,-0.8
Cc1ccc(Cl)cc1NC(=O)COc1ccccc1,-1.5
O=C1c2cccc3cc([N+](=O)[O-])cc(c23)C(=O)N1CC1CCCO1 (stereo not given),-2.1
CC(C)Cn1c(N)c(C=O)c(=O)n(C)c1=O,-1.3
CCCCCn1c(C)c2c(OCC)cccc(=O)c2c1C,-0.7
COc1ccc(-n2nnc3c(=O)n(CC(=O)N4CCCC4)cnc32)cc1,-0.8
COc1ccc(CNC(=O)C2CSC(=O)C2)cc1 (stereo not given),7.3
CCN(c1ccc(OC)cc1)S(=O)(=O)c1nnc(NC(=O)C2CCCCC2)s1,0.9
CN1CCN(C(=O)c2ccc(-c3cccs3)s2)CC1,-1.5
CC1CC(C)CN(C(=O)COC(=O)Cc2ccc(Cl)cc2)C1 (stereo not given),3.2
CCN(CCNC(=O)c1ccc(CSc2nc3ccncc3[nH]2)cc1)c1ccccc1,4.9
O=C1NCCN1c1ccc(CN2CCN(C3CCCCC3)C(CCO)C2)cc1 (stereo not given),-1.6
O=C(CCN1C(=O)c2ccc([N+](=O)[O-])cc2C1=O)Nc1ccc(O)cc1C(=O)O,0.7
# Additional results follow:
SMILES,TTR transcr act
O=C(Nc1ccc(F)cc1F)c1c(C(F)(F)F)ccnc1Oc1ccc(Cl)cc1,-1.2
O=C(c1cccc2ccccc12)N1CCN(c2ccccc2F)CC1,1.1
COc1ccc(CN2CCNC(=O)C2CC(=O)NCCc2cnccn2)cc1C (stereo not given),0.0
CCn1c(C)cc(=S)c2ccccc21,-0.7
CC[C@H](C)[C@@H]1NC(=O)c2cc([N+](=O)[O-])cc(I)c2SC[C@@H](C(N)=O)NC(=O)[C@H](CCCCN)NC1=O,2.3
O=C(C(Sc1ccccc1)c1ccc(Br)cc1)N1CCOCC1 (stereo not given),-2.3
Cc1ccc(SCc2[nH]nc3c2C2(C(=O)N(C)c4ccccc42)C(C#N)=C(N)O3)cc1 (stereo not given),-0.8
COC(=O)[C@@]1(Cc2ccccc2)[C@H]2C(=O)N(Cc3ccccc3)C(=O)[C@H]2[C@H]2CN=C(SCC3CC3)N21,-1.3
COc1ccnc(N=CNOCc2cccc(C(F)(F)F)c2)c1C#N,1.8
Cc1ccc2c(c1)-c1[nH]c(=S)ncc1CS2,-0.7
COc1ccc(OCCSc2nc(C)nc3ccccc23)cc1,1.5
Cc1cc(NC(=O)c2c(F)cccc2F)n(-c2nc3ccccc3[nH]2)n1,-0.5
CCOc1ccc(N2C(=O)CNC2=S)cc1,1.2
O=C(Nc1ccccc1Cl)Nc1ccnn1C1CCN(C(=O)c2cscn2)CC1,1.0
O=C(Cc1c(F)cccc1Cl)N1CCCC1,-0.7
Cc1cccc(C(=O)NNC(=O)c2ccccc2C)c1,-1.9
